RAD52 anneal inh: inhibitors of human RAD52 DNA annealing. 360,000 compounds, 0.46% hits. AID 651710. recombinant RAD52 DNA annealing, FRET fluorescence. P43351. inhibition, % at 18.7 µM;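 active = every replicate showing at least 50% inhibition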
Target sequence (P43351 whole entry, looked up): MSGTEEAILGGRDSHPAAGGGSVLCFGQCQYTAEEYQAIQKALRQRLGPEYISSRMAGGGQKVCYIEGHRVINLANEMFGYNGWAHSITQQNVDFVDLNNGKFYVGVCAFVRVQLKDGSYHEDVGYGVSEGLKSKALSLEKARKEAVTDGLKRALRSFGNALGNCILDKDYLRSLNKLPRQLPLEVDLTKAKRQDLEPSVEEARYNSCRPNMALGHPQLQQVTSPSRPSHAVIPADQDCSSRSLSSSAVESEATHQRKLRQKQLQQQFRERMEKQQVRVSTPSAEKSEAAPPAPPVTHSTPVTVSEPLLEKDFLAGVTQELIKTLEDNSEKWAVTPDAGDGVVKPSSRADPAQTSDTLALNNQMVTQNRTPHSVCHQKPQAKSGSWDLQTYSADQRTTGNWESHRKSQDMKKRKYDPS
E-sel inducer: E-selectin induction on HUVECs | activation, % at 7.58 µM | P16581 | 260,000 compounds, 0.37% hits | HUVEC E-selectin immunofluorescence imaging; normalized: neutral wells 0, TNF-alpha wells 100;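 active = mean E-selectin-positive cell signal at least 10% of the positive control, reached in at least 60% of replicates, without over 20% cell loss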;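 note: in these data hits start at about 27%; measured in HUVEC primary endothelial cells; signal is the percent of cells scored E-selectin positive by PE staining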
Target sequence (P16581 whole entry, looked up): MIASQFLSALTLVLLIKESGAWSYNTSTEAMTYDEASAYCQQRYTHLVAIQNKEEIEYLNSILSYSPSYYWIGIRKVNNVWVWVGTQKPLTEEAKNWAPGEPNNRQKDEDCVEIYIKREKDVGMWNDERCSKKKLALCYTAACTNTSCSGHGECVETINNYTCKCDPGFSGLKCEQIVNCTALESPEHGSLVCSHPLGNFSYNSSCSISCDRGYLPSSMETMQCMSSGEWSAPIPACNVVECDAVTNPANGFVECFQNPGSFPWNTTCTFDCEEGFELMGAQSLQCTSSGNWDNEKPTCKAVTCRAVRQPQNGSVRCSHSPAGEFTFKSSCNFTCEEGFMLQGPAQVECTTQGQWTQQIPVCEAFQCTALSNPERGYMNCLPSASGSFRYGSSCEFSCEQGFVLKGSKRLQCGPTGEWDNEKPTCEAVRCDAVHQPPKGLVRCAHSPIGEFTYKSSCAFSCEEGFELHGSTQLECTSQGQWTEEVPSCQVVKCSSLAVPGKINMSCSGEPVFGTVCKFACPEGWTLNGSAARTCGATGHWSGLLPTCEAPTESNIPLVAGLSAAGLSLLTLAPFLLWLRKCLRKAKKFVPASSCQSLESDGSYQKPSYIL
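assay system = HUVEC, human umbilical vein endothelial cells | input = 3,000 HUVEC seeded per well | medium = EGM-2 growth medium on 0.1% gelatin-coated wells | dosing = one compound dose added by pin transfer | signal = immunofluorescence imaging | read-out basis = % PE-positive cells | control set = TNF-alpha, DMSO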
miR-122 sensor: inhibitors of miR-122 in Huh7 cells | Huh7 miR-122 Renilla luciferase sensor, 48 h; neutral wells = 0, positive control = 100 | activation (reporter increase), % at 12.5 µM | 340,000 compounds, 0.3% hits;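 active = mean replicate activation score at least 90 and every replicate individually at or above 90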;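 note: higher luciferase means less miR-122 activity so hits act as miR-122 inhibitors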
Cneo AK release: Cryptococcus neoformans lysis via adenylate kinase release. C. neoformans lysis, adenylate kinase release luminescence, 4 h; normalised: neutral wells 0, clomiphene wells 100. lysis activity, % at 15 µM. AID 651654. 360,000 compounds, 0.2% hits;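 active = mean lysis activity across replicates of at least 80%, whatever share of replicates individually reach that level; inactive = mean lysis activity below 80%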
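Assay system: log-phase C. neoformans yeast / Quantity: yeast cell density of 5 × 10^6 cells/mL / Medium: fresh YPD growth medium / Compound: single dose / Timing: static 4 h at 37 °C with compound, 1 h detection / Measured by: adenylate kinase release luminescence / Read-out: lysis from increased AK signal / Benchmarks: Clomiphene as positive lysis control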
RAD54 branch: RAD54 (human) branch migration inhibition; Q92698; RAD54 Holliday junction branch migration, FAM/BHQ fluorescence; inhibition, % at 10.4 µM; 360,000 compounds, 0.14% hits; AID 602329;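 active = mean normalized replicate activity at least 40 and at least half of replicates scoring 40 or more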;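 note: 0% = median of neutral control wells and 100% = median of positive control wells; inhibitors cause a drop in the FAM fluorescence signal; in these data hits start at about 50%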
ERAP1 inh: inhibitors of human ERAP1 aminopeptidase. AID 652197. inhibition, % at 10.7 µM. recombinant ERAP1, Leu-AMC fluorescence, 60 min. 340,000 compounds, 0.15% hits;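 active = mean replicate inhibition of at least 30%, or all replicates individually reaching that 30% level; inactive = mean below 30% and not every replicate reaching it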;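 note: 0% = neutral control wells and 100% = L-leucinethiol positive control wells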
PGC1a acetyl inh: lowers PGC1a acetylation signal in U2OS cells | AlphaScreen anti-acetyl-lysine; with virally co-expressed GCN5 acetyltransferase | inhibition, % at 15.6 µM | 350,000 compounds, 0.17% hits | AID 651687;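 active = every replicate shows inhibition of at least 40%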;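 note: 0% = neutral control wells and 100% = positive control wells; some results beyond the cut were filed as inactive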
PglD inh: blocks C. jejuni PglD acetyltransferase activity; purified PglD enzyme, DTNB colorimetric CoA detection; inhibition, % at 12.5 µM; 360,000 compounds, 0.098% hits; AID 602405; in the data active = inhibition above about 16%, passing the limit was not always enough; note: strong numbers were not always called active
* hit, by the source's call; i = inactive; . = no result given; [ ] = dose if it differs, or a comment.

SMILES | RAD52 anneal inh | E-sel inducer | miR-122 sensor | Cneo AK release | RAD54 branch | ERAP1 inh | PGC1a acetyl inh | PglD inh
O=[N+]([O-])c1ccc(O)c(Nc2ncnc3ccc(Br)cc23)c1 | -12 | . | 11 | . | . | 2 | -12 | .
CC1=Nc2ccccc2/C1=C/c1c(N)n2c(S(=O)(=O)C(C)C)nsc2nc1=O | i | . | 36 | 4 | -11 | 7 | -2 | -23
Cc1ccc2c(CN3CCN(C(=O)c4ccco4)CC3)cc(=O)oc2c1C | -16 | 3.8 | -1 | 0 | -2 | 3 | . | 0
O=C(C[C@@H]1C=C[C@H](NC(=O)Nc2ccc3c(c2)OCO3)[C@@H](CO)O1)NCc1ccc2c(c1)OCO2 | -11 | -0.4 | . | -3 | -18 | 8 | -15 | 1
O=C(NCC[C@@H]1CC[C@H](NC(=O)C2CCCC2)[C@H](CO)O1)c1ccc(F)cc1 | -1 | -0.6 | 6[16.7 µM] | 1 | 8 | -1 | -1 | 0
C[C@@H]1CN([C@@H](C)CO)C(=O)c2cc(C#CC3(O)CCCC3)cnc2O[C@@H]1CN(C)Cc1cncnc1 | 1 | 0.2 | -7[16.7 µM] | -2 | -7 | 3 | 6 | 0
O=c1[nH]c(/C=C/c2ccccn2)nc2ccccc12 | -11 | -0.2 | -19 | -1 | -2 | -1 | 0 | 8
COc1ccc(S(=O)(=O)N2Cc3ccccc3CC2C(=O)O)cc1OC (configuration not stated) | -12 | . | 8 | 1 | 0 | . | 5 | -4
CCC(=O)Oc1ccc(/C(CC)=C(\CC)c2ccc(OC(=O)CC)cc2)cc1 | 1 | 0.0 | -3 | -1 | 6 | -3 | . | 2
CCNC(=S)Nc1ccc(Cc2nc3ccccc3[nH]2)cc1 | -4 | 0.0 | 4 | -2 | 2 | -3 | . | -4
C=CCC1NS(=O)(=O)OC(CCCC)C1O (configuration not stated) | -5 | . | 4 | 0 | 13 | 1 | -1 | -6
CN(Cc1nc2ccccc2c(=O)[nH]1)C(=O)c1cccc(S(=O)(=O)N2CCc3ccccc32)c1 | -35 | . | 3 | -2 | 7 | 0 | -1 | 0
O=C(c1ccc(Br)c(S(=O)(=O)N2CCCCC2)c1)N1CCCCC1 | -7 | -0.1 | 7 | 2 | -1 | -1 | 3 | 3
Cn1c(=O)c(=O)n(C)c2cc(S(=O)(=O)CCC(=O)Nc3ccc(C(F)(F)F)cc3)ccc21 | 2 | . | -2 | 2 | -5 | -2 | -3 | 3
Cc1[nH]n(-c2cccc3ccccc23)c(=O)c1/C=N/NC(=O)c1cccc([N+](=O)[O-])c1 | . | -0.5 | 1 | -3 | -3 | . | 14 | 2
CC(C)C[C@H]1CNC(=S)N1C[C@H]1CCCN1C[C@H](Cc1ccccc1)N1C[C@H](Cc2ccc(O)cc2)N(CC2CCCCCC2)C1=S | -21 | . | -3 | 2 | -8 | 2 | 2 | -1
CCCC#Cc1ccc([C@H]2[C@H](C#N)N(C(=O)CN3CCOCC3)[C@H]2CO)cc1 | -39 | -0.2 | . | -2 | 8 | -3 | 3 | -1
C/C(=N/NC(=O)c1ccccn1)c1ccc(O)cc1 | -8 | 0.0 | -4 | -4 | 1 | . | 14 | -9
O=C(NNS(=O)(=O)c1ccc2ccccc2c1)NC1CCCCC1 | . | . | -5 | -2 | 5 | . | -4 | -1
Cc1ccc(N(CCC#N)C(=O)COC(=O)C2CCN(S(=O)(=O)c3ccc4c(c3)OCCO4)CC2)cc1 | -12 | -2.1 | 1 | 1 | 2 | 0 | 0 | -4

One compound at a time, from the list above. Screens in order: RAD52 anneal inh	E-sel inducer	miR-122 sensor	Cneo AK release	RAD54 branch	ERAP1 inh	PGC1a acetyl inh	PglD inh
C=CCC1NS(=O)(=O)OC(CCCC)C1O (configuration not stated) in the list: -5	.	4	0	13	1	-1	-6
C[C@@H]1CN([C@@H](C)CO)C(=O)c2cc(C#CC3(O)CCCC3)cnc2O[C@@H]1CN(C)Cc1cncnc1 in the list: 1	0.2	-7[16.7 µM]	-2	-7	3	6	0
Cn1c(=O)c(=O)n(C)c2cc(S(=O)(=O)CCC(=O)Nc3ccc(C(F)(F)F)cc3)ccc21 in the list: 2	.	-2	2	-5	-2	-3	3
O=C(c1ccc(Br)c(S(=O)(=O)N2CCCCC2)c1)N1CCCCC1 in the list: -7	-0.1	7	2	-1	-1	3	3
O=C(NNS(=O)(=O)c1ccc2ccccc2c1)NC1CCCCC1 in the list: .	.	-5	-2	5	.	-4	-1

Additional structures
SMILES | RAD52 anneal inh | E-sel inducer | miR-122 sensor | Cneo AK release | RAD54 branch | ERAP1 inh | PGC1a acetyl inh | PglD inh
Cc1c(C(=O)Nc2ccc(S(=O)(=O)Nc3ncccn3)cc2)oc2ccccc12 | -27 | . | . | 1 | -6 | 2 | -3 | 4
O=C(CN1CCCC1)Nc1ccccc1C(=O)c1ccccc1 | -15 | -0.1 | -2 | . | . | -1 | -7 | .
CC1CC(C)CN(C(=O)COc2ccc(-c3nnco3)cc2)C1 (configuration not stated) | . | . | -7 | -3 | 7 | . | 5 | -3
CCN(CC)CC(=O)N1c2ccccc2Sc2ccccc21 | -12 | -0.1 | -9 | 1 | -2 | 3 | -3 | -7
COc1ccc(N2C(=O)c3ccc(C(=O)OC(C)C)cc3C2=O)cc1 | . | . | -5 | 0 | -2 | . | 8 | 5
Cc1cccc(-c2nc(CS(=O)CC(=O)N3CCc4ccccc4C3)c(C)o2)c1 (configuration not stated) | . | . | 2 | -1 | -14 | . | -2 | 0
CC(C)Sc1nnc(CNC(=O)C23CC4CC(CC(C4)C2)C3)n1Cc1ccccc1 | 0 | 0.0 | -3 | -1 | -6 | -4 | 4 | 5
COc1ccc(C2=NOC(C(=O)N3CCOCC3)C2)cc1OC (configuration not stated) | -2 | . | -6 | -5 | 0 | 5 | 5 | 11
CN(C)C(=O)c1cc(Cl)ccc1Sc1cc(Cl)ccc1Cl | . | . | 9 | 0 | 15 | . | -14 | -1
C#CCOCCOCCOCCNc1nc(N2CCN(C(=O)[C@H](CCCN=C(N)N)n3cc(C(N)[C@@H](C)CC)nn3)CC2)nc(N2CCN(C(=O)[C@H](CCCCN)n3cc([C@@H](N)CC(N)=O)nn3)CC2)n1 (some centres not stated) | 66* | . | . | -2 | -38 | -8 | . | -1
Cc1ccc(-c2nnn(CC(=O)N(c3ccccc3F)C(C(=O)NC3CCCC3)c3ccco3)n2)o1 (configuration not stated) | -19 | . | 3 | . | . | 3 | -20 | .
CO[C@H]1CN(C)C(=O)c2cc(NC(=O)C3CC3)ccc2OC[C@@H](C)N(C(C)=O)C[C@@H]1C | -13 | 0.0 | . | -5 | -1 | -1 | 1 | 5
COc1ccccc1CNC1CCCc2ccccc21 (configuration not stated) | -3 | 2.5 | 4 | -8 | -10 | 3 | 17 | -3
COc1ccc(C2=NS(=O)(=O)N(C)C(C(=O)Nc3ccc(C(C)=O)cc3)=C2)cc1OC | -55 | . | -8 | 6 | -6 | 1 | -6 | 2
CC(=O)NCCNc1nc2cc(-c3cscc3C)sc2c(=O)n1C | 1 | 0.1 | -2 | 2 | 20 | 4 | . | -9
CO[C@@H]1CN(C)C(=O)c2cc(NC(=O)c3ccccc3F)ccc2OC[C@@H](C)N(C(C)=O)C[C@@H]1C | 2 | -0.1 | . | 0 | 4 | 2 | 2 | 2
CC1(C)Cc2c(C#N)c(NCc3ccco3)nc(-c3ccco3)c2CO1 | . | . | -3 | 0 | -1 | . | -1 | -73
CSc1ccc(N2CCN(CCCNC(=O)Nc3ccccc3F)CC2)cc1 | . | . | -12 | 8 | -3 | . | . | 1
CCOc1ccccc1N1CCN(C(=O)c2cc3cc(OC)ccc3[nH]2)CC1 | -12 | . | . | -1 | -3 | 2 | . | .
CO[C@@H]1CN(C)C(=O)c2ccc(NS(=O)(=O)c3cn(C)cn3)cc2OC[C@@H](C)N(Cc2cccc(F)c2)C[C@H]1C | 14 | 2.1 | -4[16.7 µM] | 44 | -6 | 1 | 14 | 0
O=S1(=O)CCOC(CO)CN1Cc1ccc(Cl)c(Cl)c1 (configuration not stated) | -8 | -1.8 | . | 2 | 13 | . | . | -2
O=C(C[C@@H]1CC[C@H]2[C@@H](COC[C@@H](O)CN2Cc2ccc(Cl)cc2)O1)Nc1nccs1 | 15 | 0.1 | -4[16.7 µM] | 2 | -15 | -1 | 2 | 0
COCCN(CC(=O)Nc1cccc(C)c1C)C(=O)C1CCN(S(=O)(=O)c2ccccc2)CC1 | -5 | . | . | 1 | -13 | 2 | . | -5
CSc1ncc(C(=O)Nc2cccc(S(N)(=O)=O)c2)n1-c1ccccc1 | -13 | -0.2 | . | 2 | 2 | -6 | . | 1
Cc1[nH]c(C)c(S(=O)(=O)N(Cc2ccccc2)C(C)(C)C)c1C(=O)N1CCCC1 | -6 | . | -6 | 2 | 10 | 3 | 8 | -2
O=S(=O)(NN=C1CCCCCC1)c1ccccc1 | -4 | . | 1 | -1 | 4 | 0 | 3 | 1
C[C@H](CO)N1C[C@H](C)[C@@H](CN(C)Cc2ccccc2)Oc2ccc(NC(=O)Cc3ccccc3)cc2CC1=O | 32 | -0.5 | 26[16.7 µM] | 8 | 3 | -1 | . | 1
C=C/C(C)=C/CC1C(=C)CCC2C(C)(C(=O)O)CCCC12C (configuration not stated) | -8 | . | 1 | 3 | 0 | 2 | -19 | 0
Cc1nn(CC(=O)NCCCN2CC(C)CC(C)C2)c(=O)c2cccn12 (configuration not stated) | -6 | . | 2 | -1 | -3 | 2 | -12 | -4
CCOC(=O)c1c(N)sc(C(=O)Nc2ccc3c(c2)OCO3)c1C | . | . | -5 | -8 | 6 | . | 5 | 3
O=C(C[C@@H]1CC[C@@H](NC(=O)Nc2ccc(F)cc2)[C@@H](CO)O1)NCc1ccccn1 | -1 | 0.1 | . | -2 | 0 | -3 | -7 | -2
C[C@@H]1CN([C@H](C)CO)S(=O)(=O)c2ccc(/C=C/c3ccccc3)cc2O[C@H]1CN(C)Cc1ccc(C(=O)O)cc1 | 17 | 0.5 | 5[16.7 µM] | -1 | -10 | 0 | 4 | 5
CC1Cc2ccccc2N1C(=O)CO/N=C/c1ccccc1OC(F)F (configuration not stated) | 0 | -1.0 | 2 | . | . | 6 | -3 | .
CC(C)NC(=O)N[C@H]1C=C[C@H](CC(=O)NCCCN(C)C)O[C@@H]1CO | -9 | -0.1 | -13[16.7 µM] | 1 | 0 | -1 | 9 | 2

With a hit mark in RAD52 anneal inh, among the entries above:
mol | RAD52 anneal inh | miR-122 sensor | ERAP1 inh | PGC1a acetyl inh | PglD inh
C#CCOCCOCCOCCNc1nc(N2CCN(C(=O)[C@H](CCCN=C(N)N)n3cc(C(N)[C@@H](C)CC)nn3)CC2)nc(N2CCN(C(=O)[C@H](CCCCN)n3cc([C@@H](N)CC(N)=O)nn3)CC2)n1 (some centres not stated) | 66* | . | -8 | . | -1

Screening results from PubChem BioAssay.

Not a hit list; any-hit rate near 1.4%.
